From PubChem BioAssay
HEK293 NOD2/NF-kB – inhibition of NOD2-driven NF-kB reporter – cell-based, luminescence, uHTS, HEK293 (AID 1566); one-dose inhibition, % at 4 µM; EC50 in µM for titrated hits; HEK293 NOD2/NF-kB luciferase reporter, luminescence; higher % means a stronger effect; 290,000 tested, 0.63% active; in the data active = inhibition above about 50%; note: many of its hits are not listed in these tables
Autophagy mod – alters autophagy in cells; MEF GFP-LC3 puncta imaging; test concentration mostly 10 µM; 190,000 tested, 0.98% active; AID 463193; calls only at 10 µM (by protocol);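 active = percentage of spot-positive cells more than 3 SD above its plate mean, without a fluorescence outlier flag or 80% toxicity; inconclusive = no clear call, values can overlap the other calls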;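 note: spot-positive cell cutoff set from DMSO-treated cells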
MT stabilize HCS – microtubule stabilizers in HeLa cells; HeLa tubulin immunostaining HCS, 24 h; share of cells brighter than vehicle mean+2SD; % tubulin-high responders, % at 10 µM; 200,000 tested, 0.83% active;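 active = plate Z-score above 3 for both tubulin-high and condensed-nucleus cell shares, with cell loss under 80%, at 10 µM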;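 note: anti alpha tubulin signal scored within the nucleus-defined area of each cell; some results filed as inactive read as strong as hits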
Hep lipid drop – hepatic lipid droplet formation modulation; AML12 mouse hepatocytes, oleate lipid droplets, BODIPY imaging; inhibition, % at 6.5 µM; 240,000 tested, 0.4% active;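 active = lipid droplet intensity inhibited by at least 50%, with more than 500 cells counted; inconclusive = wells with under 300 cells, treated as cytotoxic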
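material = mouse AML12 hepatocyte cell line, fixed after treatment | also added = 100 µM oleic acid challenge | doses = compound at 6.5 µM only | schedule = overnight exposure | technique = Image-based BODIPY and DAPI two-channel analysis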
bCat nuc transl – beta-catenin nuclear translocation modulation | HeLa beta-catenin nuclear translocation, immunofluorescence imaging | nuclear translocation activity, % at 5 µM | 190,000 tested, 0.3% active;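 active = nuclear translocation activity above 50% at 5 µM, with a well cell count of 50 or more; inconclusive = wells under 50 cells across six images, flagged as toxic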;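 note: per-cell ratio of nuclear to cytoplasmic median beta-catenin stain intensity; plate controls were DMSO negative control for no effect and GSK-3 inhibitor IX positive control for full effect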
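assay system = human HeLa cells, endogenous beta-catenin | times = compound treatment 24 h, 37°C, 5% CO2 | detection = Anti-beta-catenin immunofluorescence on PFA-fixed, Triton-permeabilized cells, DAPI nuclei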
WT yeast gro inh – growth inhibition of WT yeast, mitochondrial fusion screen; inhibition, % at 10 µM; mitochondrial fusion phenotypic screen, WT strain; 190,000 tested, 2.1% active; in the data active = inhibition above about 58%; tested in S. cerevisiae
Yfh1-depleted yeast – enhancers of respiration in Yfh1-depleted yeast, dose response, Friedreich's ataxia, plus single-dose screen (AID 1465). S. cerevisiae Yfh1-off respiration, WST-1 reduction, 72 h; higher fold induction means a stronger effect. fold induction at 50 µM, or EC50 in µM where a hit was titrated. 220,000 tested, 0.074% active;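 active = fold induction of absorbance versus untreated yeast above a set limit, then at least 30% activation at any dose in follow-up; inconclusive = repeats straddling the limit, or above it without dose testing; inactive = fold induction below the set limit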;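 note: activators that raise dye reduction in frataxin-depleted yeast; strong numbers were not always called active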
Ins promoter up – MIN6 insulin promoter up-regulation. MIN6 insulin promoter-GFP reporter, high-content imaging; hits give high values. z-score at 5 µM. 190,000 tested, 0.3% active;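 active = z-score above 3 at 5 µM with at least 500 cells counted in the well; inconclusive = wells under 500 cells, flagged as cytotoxic or low count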
Dynein transport – dynein cargo transport inhibition | 3617.4 mouse cells, GR-EGFP nuclear translocation imaging; test concentration mostly 20 µM; stimulated with dexamethasone, 1 µM; hits give low values | z-score, hits read low | 220,000 tested, 0.47% active;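 active = plate z-score of nuclear minus cytoplasmic receptor signal below a set negative limit, without overly bright fluorescence or cell loss, cut at about -3.5 in these data, passing the limit was not always enough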;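 note: z-score of nuclear minus cytoplasmic ring GR-EGFP intensity difference per well; some compounds called inactive have numbers as strong as hits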
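Schedule: 48 h induction, then 1 h compound, then 30 min agonist, 37 °C. Buffer or medium: tetracycline-free induction medium containing charcoal-stripped FBS. Reagent: 1.0 µM final dexamethasone stimulus. Evaluation: nuclear versus cytoplasmic GR-EGFP signal, averaged per well. Signal: high-content fluorescence imaging after fixation.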
WT yeast gro inh mutant strain – second read-out of WT yeast gro inh, no call of its own (marks repeat the call); inhibition, %; mitochondrial fusion phenotypic screen, mutant strain inhibition
Dynein transport cytoplasmic EGFP – also measured in Dynein transport; calls as there; z-score; measured here: cytoplasmic GR-EGFP intensity; hits give high values
Dynein transport nuclear GR-EGFP – further read-out of Dynein transport, marked with its call; z-score; measured here: nuclear GR-EGFP intensity;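 lower value marks the stronger effect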
Dynein transport cell count – further read-out of Dynein transport, marked with its call; z-score; measured here: cell count per field
Ins promoter up cell count – further read-out of Ins promoter up, marked with its call; cell count; measured here: cytotoxicity, nuclei count;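 total cells summed across four imaged fields per well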
Hep lipid drop cells 6.5 µM – second read-out of Hep lipid drop, no call of its own (marks repeat the call); cell count; measured here: cell count, cytotoxicity flag;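 cells counted across two imaged fields per well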
bCat nuc transl cell count 5 µM – recorded beside bCat nuc transl, whose call it bears; cell count; measured here: cell count, cytotoxicity flag
MT stabilize HCS Hoechst-high % – recorded beside MT stabilize HCS, whose call it bears; % Hoechst-high responders; measured here: nuclear condensation Hoechst responders;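 share of cells brighter than vehicle mean plus two SD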
MT stabilize HCS cytotoxicity % – also measured in MT stabilize HCS; calls as there; toxicity, %; measured here: cytotoxicity by cell density;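 0% = mean cell density of plate MIN control wells and 100% = no cells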
Autophagy mod cell loss 18 h – recorded beside Autophagy mod, whose call it bears; toxicity, %; measured here: cell loss, nuclei count;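 cell loss after 18 h compound exposure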
* hit, by the source's call; i = inactive; ? = inconclusive; · = not tested or not shown. Only part of the results is shown; rates above refer to the full screens.

SMILES	HEK293 NOD2/NF-kB	Autophagy mod	Autophagy mod cell loss 18 h	MT stabilize HCS	MT stabilize HCS Hoechst-high %	MT stabilize HCS cytotoxicity %	Hep lipid drop	Hep lipid drop cells 6.5 µM	bCat nuc transl	bCat nuc transl cell count 5 µM	WT yeast gro inh	WT yeast gro inh mutant strain	Yfh1-depleted yeast	Ins promoter up	Ins promoter up cell count	Dynein transport	Dynein transport cytoplasmic EGFP	Dynein transport nuclear GR-EGFP	Dynein transport cell count
CC(C)(C)OC(=O)Cn1c(=O)cnc2ccccc21	10.8%	i	-13.2	1.7	1.8	11.4	-12.8	701	·	·	3.3	1.1	i	-0.39	971	-1.04	-0.107	-0.509	0.369
O=C(N/N=C/c1ccccc1)c1ccco1	-28.6%	·	·	·	·	·	-9.6	739	-0.2	1287	·	·	i	0.05	1043	-0.00502	0.423	0.486	0.237
COc1ccccc1N1CCN(C(=O)CN(Cc2ccc(Cl)cc2)S(C)(=O)=O)CC1	-1.8%	i	-2.5	1.9	1.8	7.0	-4.6	822	-1.6	972	-2.6	-14.2	i	0.67	1410	-0.318	-0.131	-0.0692	0.798
CSc1cccc(NC(=O)Cn2cccc2)c1	21.0%	i	-4.7	3.6	1.3	5.5	·	·	·	·	-12.5	-18.1	i	·	·	-0.317	-0.216	0.123	0.162
CCn1c(CCNC(=O)c2ccc(OC)cc2)nnc1SCC(=O)Nc1ccccc1F	-14.8%	i	14.9	2.4	0.9	8.7	-3.1	674	-2.0	899	-2.1	-10.0	i	0.27	1634	-0.378	-0.279	0.00553	0.549
Cc1ccc(S(=O)(=O)CC(c2ccccc2)N2CCOCC2)cc1 (stereo not drawn)	7.1%	i	2.0	2.6	1.6	2.7	-9.5	696	-5.1	1168	13.5	13.9	i	-0.09	1339	-0.867	-0.166	-0.366	0.436
O=C(CCc1nnc(Cc2cccc(C(F)(F)F)c2)o1)NCC(F)(F)F	-6.2%	i	0.8	0.9	1.9	7.8	-6.5	648	0.2	1583	1.8	8.5	i	·	·	-0.622	-0.18	-0.0368	0.313
Cc1cccc(NC(=O)C2CCCN(C(=O)NC3CCCCC3)C2)c1C (stereo not drawn)	-1.0%	i	-16.0	4.0	2.8	7.0	·	·	-3.1	1130	-3.7	13.5	i	-3.03	759	1.28	-0.165	0.814	-1.21
OCCNC(=S)Nc1ccc(Cl)c(Cl)c1	10.2%	i	-18.2	1.8	3.8	1.1	-3.0	664	-2.4	512	-3.7	-22.5	i	0.29	1326	-0.535	-0.297	-0.551	1.04
CCOC(=O)c1sc(N)c(C#N)c1CSc1nnc(C2CCCCC2)n1N	-6.7%	i	-15.2	3.8	1.7	6.8	·	·	-0.5	1121	-1.2	-21.4	i	-0.25	1036	-0.508	-0.204	0.149	-0.0166
O=C(CCc1nc(-c2cccs2)no1)Nc1cnc2ccccc2c1	8.3%	i	3.7	3.1	3.2	6.3	6.4	761	-0.3	595	3.5	-25.3	i	0.16	1304	-0.0491	0.0683	1.08	-0.591
c1ccc(Cc2nnc3n2N=C(c2ccccc2)CS3)cc1	12.7%	i	11.5	8.5	2.6	11.8	1.7	706	0.0	772	-28.9	12.0	i	-0.11	1411	0.0108	-0.323	0.308	0.842
COc1ccc(C(=O)N[C@H](C(=O)OCc2cc(=O)oc3cc(C)ccc23)C(C)C)cc1	-1.7%	i	12.8	1.4	2.9	13.5	-46.9	473	-2.0	876	2.3	-16.6	i	0.6	1428	0.349	-0.141	-0.146	-0.175
Cc1ccccc1NC(=O)C1CCCN(S(=O)(=O)c2c(C)noc2C)C1 (stereo not drawn)	11.9%	i	-0.5	1.3	1.4	0.4	·	·	-2.6	966	-6.0	10.3	i	0.37	1526	-0.427	-0.182	-0.111	0.114
O=C(CNC(=O)c1ccccc1)N/N=C/c1ccc([N+](=O)[O-])s1	22.6%	i	-24.9	1.8	1.7	10.9	5.7	731	-4.8	589	-3.0	1.6	i	·	·	-0.477	-0.0654	-0.118	-0.0198
O=C(Nc1ccc(N2C(=O)CCC2=O)cc1Cl)c1cccs1	5.2%	i	-13.1	3.9	1.6	4.6	-4.2	703	-0.6	1022	-18.8	-8.5	i	0.33	1437	-0.87	-0.272	-0.32	0.221
CCOC(=O)NCc1ccc2c(c1)cc(C)n2C	-1.4%	i	13.5	4.3	1.5	4.6	·	·	0.6	1267	-10.1	-25.6	i	-0.56	1636	-0.0471	-0.217	0.0386	-0.316
CCOC(=O)c1c2n(c3c(NCc4ccccc4)ncnc13)CCCC2	6.5%	i	-5.9	1.7	1.8	8.8	·	·	-0.8	1194	10.3	2.9	i	-1	1381	-0.591	-0.233	-0.249	1.07
CCOc1ccc(C(=O)O/N=C(\N)c2ccc([N+](=O)[O-])cc2)cc1OCC	15.4%	i	-4.0	1.2	3.7	11.8	0.6	641	-0.6	1197	3.9	-0.6	i	0.25	1452	-0.39	-0.148	-0.329	0.0271
Cc1nc2ccccc2c(=O)n1CCCO	-0.6%	i	21.4	5.8	3.4	5.4	·	·	0.1	1446	-8.7	-9.7	i	0.28	1538	0.661	-0.318	0.784	-0.724
COc1cccc(NC(=O)N2CCCC2C(=O)Nc2ccc3c(c2)OCO3)c1 (stereo not drawn)	15.1%	i	-2.4	2.7	3.4	8.5	22.1	738	-1.4	1168	-28.4	4.4	i	·	·	-0.515	-0.231	-0.0227	0.896
COc1ccc(CN(C)C(=S)Nc2ccc(Cl)cc2)cc1	15.9%	i	24.6	1.9	1.2	2.7	-19.3	655	1.4	1082	16.9	4.0	i	-1.01	1224	1.63	-0.158	0.933	-0.618
CCN1C(=O)/C(=C\N2CCCCCC2)SC1=S	-35.0%	i	10.6	7.0	3.4	7.2	·	·	0.7	1205	55.2	1.4	i	0.62	1347	-0.764	0.0484	-0.323	1.21
CCCCC(=O)NS(=O)(=O)c1ccc(N=NN(CC)CC)cc1	20.8%	i	-7.6	3.4	1.9	3.4	-0.6	671	0.0	991	-6.9	-15.7	i	-0.1	1495	-0.113	-0.263	0.443	0.455
CN(Cc1cc(=O)[nH]c2ccccc12)C(=O)c1ccccc1	-10.2%	i	7.5	2.6	1.3	0.3	·	·	-4.5	1006	11.1	16.0	·	0.79	1245	-0.246	-0.188	-0.233	0.527

Continuation.
SMILES	HEK293 NOD2/NF-kB	Autophagy mod	Autophagy mod cell loss 18 h	MT stabilize HCS	MT stabilize HCS Hoechst-high %	MT stabilize HCS cytotoxicity %	Hep lipid drop	Hep lipid drop cells 6.5 µM	bCat nuc transl	bCat nuc transl cell count 5 µM	WT yeast gro inh	WT yeast gro inh mutant strain	Yfh1-depleted yeast	Ins promoter up	Ins promoter up cell count	Dynein transport	Dynein transport cytoplasmic EGFP	Dynein transport nuclear GR-EGFP	Dynein transport cell count
NC(=O)C1(N2CCCCC2)CCN(S(=O)(=O)c2cc(Cl)ccc2Cl)CC1	-15.7%	i	5.7	1.3	4.1	7.7	·	·	·	·	3.5	0.0	i	0.13	1010	1.61	0.0191	1.17	-0.692
COc1ccc(S(=O)(=O)N2CCCCC2)cc1NC(=O)c1cc(C)on1	13.0%	i	-5.0	2.1	2.7	7.5	7.5	666	-4.3	1034	-3.2	4.0	i	1.18	1360	1.98	-0.319	1.14	-1.31
CCOC(=O)c1cc(NC(=O)c2c(C)noc2C)cc(C(=O)OCC)c1	16.2%	i	0.2	1.9	0.6	25.9	9.3	732	1.3	1055	-25.1	-24.5	i	-0.04	1351	-0.719	-0.277	-0.597	-0.2
COC(=O)c1sc(NC(=O)COc2ccccc2C)nc1C	-45.9%	i	-7.1	2.6	1.7	0.4	-13.7	698	3.5	1064	19.8	-2.1	i	0.31	1168	2.62	-0.147	1.36	-1.67
Cc1c(C(=O)N2CCCCC2)sc(N)c1C#N	9.4%	i	28.5	2.7	1.4	4.5	·	·	-1.6	944	5.5	-11.2	i	0.54	1132	-0.908	-0.185	-0.116	0.616
S=C(Nc1cccnc1)Nc1ccccc1Br	7.7%	i	-13.4	3.6	2.5	11.3	0.0	685	-1.8	1086	12.6	9.2	i	0.04	1535	0.799	-0.258	1.16	-1.02
CCOC(=O)C1CCCN(C2CCN(Cc3nc(Cc4ccccc4)no3)CC2)C1 (stereo not drawn)	7.0%	i	3.4	3.6	2.5	4.0	-21.0	683	4.2	872	1.5	3.5	i	-1.02	1414	-0.0561	-0.0257	-0.0456	0.287
COc1ccc([N+](=O)[O-])cc1NC(=O)C(C)N(C)Cc1ccc(Br)cc1 (stereo not drawn)	11.6%	i	-2.0	4.8	3.6	0.8	?	·	1.3	1007	19.0	10.1	i	-1.46	1142	-0.196	-0.0161	0.595	-2.49
OCCOCCN1CCN(C(=S)Nc2ccccc2)CC1	7.0%	i	-2.9	1.6	2.4	6.2	2.9	697	0.5	1555	-13.8	0.5	i	0.12	1462	-0.407	-0.171	-0.804	0.0805
Cc1cccc(OCC(=O)NCC2CCCO2)c1C (stereo not drawn)	13.7%	i	1.3	2.9	2.0	7.0	1.8	675	0.3	1520	3.6	-20.6	i	-0.03	1391	0.192	-0.24	0.672	-0.207
C=CCn1cccc(C(=O)Nc2ccc(OCC)cc2)c1=O	-20.5%	i	-8.2	3.9	2.3	3.8	·	·	0.0	1097	-12.3	-14.8	i	-0.18	1301	-0.503	-0.185	-0.554	-0.0476
